# Bioassay records as filed in PubChem BioAssay.
# KCNQ1 inh: blocks the human KCNQ1 potassium channel; P51787; CHO-K1 KCNQ1, FluxOR thallium flux fluorescence; active compounds read high; 310,000 tested, 1.3% active; B-score at 10 µM; AID 2642;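 active = compounds whose thallium flux B-score, printed positive for inhibition, exceeds three library SD while starting fluorescence stays within three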;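 note: channel opened by potassium depolarization with thallium stimulus after 20 min compound exposure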
# Target sequence (P51787 whole entry, looked up): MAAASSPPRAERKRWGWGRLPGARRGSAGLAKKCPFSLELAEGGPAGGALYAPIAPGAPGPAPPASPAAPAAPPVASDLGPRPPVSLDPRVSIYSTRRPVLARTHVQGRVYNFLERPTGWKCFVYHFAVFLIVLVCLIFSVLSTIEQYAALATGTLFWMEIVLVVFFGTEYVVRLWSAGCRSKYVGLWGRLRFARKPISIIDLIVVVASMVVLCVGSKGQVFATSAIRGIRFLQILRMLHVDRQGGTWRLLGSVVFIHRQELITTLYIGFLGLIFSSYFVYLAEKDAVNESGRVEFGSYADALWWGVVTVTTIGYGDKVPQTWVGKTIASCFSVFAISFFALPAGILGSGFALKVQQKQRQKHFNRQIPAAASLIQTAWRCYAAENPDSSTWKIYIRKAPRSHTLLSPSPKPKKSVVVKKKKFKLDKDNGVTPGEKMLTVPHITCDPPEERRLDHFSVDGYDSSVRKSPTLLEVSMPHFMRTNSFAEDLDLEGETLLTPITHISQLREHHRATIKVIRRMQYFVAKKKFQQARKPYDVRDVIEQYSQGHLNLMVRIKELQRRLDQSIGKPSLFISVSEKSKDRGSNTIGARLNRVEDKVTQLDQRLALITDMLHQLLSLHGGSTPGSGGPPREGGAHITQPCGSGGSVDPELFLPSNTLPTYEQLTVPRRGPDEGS
# RGS4 inh: inhibitors of human RGS4 | HEK293 M3R/RGS4 inducible, Fluo-4 calcium flux; active compounds read high; triggered by carbachol at its EC20 | 310,000 tested, 0.45% active | B-score at 10 µM;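 active = B-score, a plate-corrected calcium signal, over three deviations above library mean, with baseline fluorescence within five deviations of library mean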;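 note: RGS4 expression induced by doxycycline in cells with stable M3 receptor; B-score is computed from the integrated fluorescence ratio over baseline after carbachol; higher B-score means a larger calcium signal and so more RGS4 inhibition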
# KCNK9 block: inhibitors of human KCNK9 two-pore domain potassium channel | B-score at 10 µM | HEK293 KCNK9, FluxOR thallium flux fluorescence; active compounds read low | 310,000 tested, 1.2% active | Q9NPC2;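 active = ratio B-score over 3 SD below the library mean, with starting fluorescence within 5 SD of its mean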;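 note: negative B-score means less thallium flux so channel inhibition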
# MrgX1 ag: agonists of human MrgX1 receptor. 310,000 tested, 0.44% active. Q96LB2. B-score at 10 µM. MrgX1-HEK293 cells, Fluo-4 calcium fluorescence, agonist mode; active compounds read high;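 active = calcium response B-score plate-corrected fluorescence ratio at least 3 library SD, with starting fluorescence B-score inside 5 SD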
# Target sequence (Q96LB2 whole entry, looked up): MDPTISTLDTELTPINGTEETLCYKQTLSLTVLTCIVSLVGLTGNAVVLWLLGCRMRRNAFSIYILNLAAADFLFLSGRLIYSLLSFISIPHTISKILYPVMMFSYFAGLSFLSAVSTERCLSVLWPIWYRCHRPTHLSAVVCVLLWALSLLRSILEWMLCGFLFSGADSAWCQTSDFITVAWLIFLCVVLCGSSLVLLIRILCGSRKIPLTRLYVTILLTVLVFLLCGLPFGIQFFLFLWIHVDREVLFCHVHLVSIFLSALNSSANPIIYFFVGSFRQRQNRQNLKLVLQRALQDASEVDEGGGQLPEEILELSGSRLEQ
#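 Assay system: MrgX1-expressing HEK293 cells / Amount: fifteen thousand cells per well / Doses: test compound in the initial addition of three / Timing: cells plated overnight, dye loaded 0.5 h 37 °C, 0.5 h room temperature / Technique: kinetic calcium dye fluorescence, Fluo-4 NW / Control set: positive and negative controls per plate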
# TMEM16A act: activates or potentiates the mouse TMEM16A chloride channel. Q8BHY3. HEK293 TMEM16A/YFP-H148Q/I152L, iodide quench fluorescence; active compounds read low. B-score at 10 µM. 340,000 tested, 0.3% active;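 active = fluorescence-ratio B-score plate-corrected deviation score at least 3 library SD below zero, with starting fluorescence score within 5 deviations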;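 note: channel opened by trigger with iodide after compound preincubation; score built on the fluorescence ratio of max minus min over baseline; more negative score means more quench and so TMEM16A activation or potentiation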
# MrgX1 allo act: allosterically activates human MrgX1 receptor signaling; Q96LB2; MrgX1-HEK293, Fluo-4 calcium flux, FDSS; active compounds read high; B-score at 10 µM; 310,000 tested, 0.63% active;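 active = plate-corrected calcium response at least 3 library SD above typical, normal starting fluorescence, not activating the receptor alone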;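 note: compound read alongside a low EC10 to EC30 dose of BAM8-22 agonist; peak minus trough fluorescence over baseline measured at the second addition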
# ANO1 block: mouse TMEM16A channel inhibition, primary screen; HEK293 TMEM16A/YFP iodide influx fluorescence, ionomycin; normalized B-score (activity score, 25-100; higher = stronger inhibition) at 10 µM; 310,000 tested, 1.2% active;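 active = ratio plate-corrected score three or more library SD toward inhibition, starting fluorescence score within five deviations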;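 note: score derived from kinetic fluorescence span divided by baseline fluorescence per well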
# RGS4 act: RGS4 potentiation or activation; HEK293 M3R/inducible RGS4, carbachol calcium flux Fluo4; active compounds read low; B-score at 10 µM; 310,000 tested, 0.92% active; AID 463111;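 active = B-score of the integrated calcium signal more than 4 SD below the library mean, with starting fluorescence not abnormally high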;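 note: negative B-score means reduced calcium response which marks RGS4 activation or potentiation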
#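 System: HEK293 FlpIn-TREx cells, stable M3R, doxycycline-inducible RGS4. Timing: overnight RGS4 induction, 30 min dye load 37 °C, 20 min compound RT. Also added: carbachol, ECmax concentration. Measured by: Fluo4 fluorescence kinetic imaging of calcium. Evaluation: integrated calcium ratio converted to B score.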
# hERG rescue: compounds protecting human hERG from proarrhythmic drug block | Q12809 | CHO-hERG, FluxOR thallium flux, dofetilide IC70 present | activation (rescue from dofetilide block), less the hit threshold, % at 10 µM | 310,000 tested, 0.51% active | AID 1511;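 active = activation above the mean of controls blocked by dofetilide plus 5 SD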;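 note: thallium influx through hERG after potassium depolarization seen as dye fluorescence rise; in these data hits start at about 4.7%; inactives centre near -7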
# KCNK3 inh: human KCNK3 channel inhibition, primary screen | O14649 | CHO-KCNK3 thallium flux, FluxOR fluorescence; active compounds read low | B-score at 10 µM | 340,000 tested, 0.84% active | AID 602410;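 active = B-score under library mean minus 4 SD, starting fluorescence ratio at most library mean plus 5 SD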;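 note: more negative B-score means stronger inhibition of thallium flux through KCNK3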
# KCNQ1 pot: human KCNQ1 channel potentiation or activation. 310,000 tested, 0.35% active. AID 2648. P51787. CHO-K1 KCNQ1, thallium flux FluxOR fluorescence; active compounds read high. B-score at 10 µM;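 active = fluorescence ratio B-score, a plate-corrected score, at least three library SD, with initial intensity B-score within 5 SD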
#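 Assay system: stable KCNQ1 CHO-K1 line; medium: assay buffer, equal DMSO in all wells; timing: 90 min dye loading and 20 min compound exposure, both at room temperature; technique: kinetic FluxOR thallium fluorescence, 10-s 1-Hz baseline, 110-s post-stimulus read; read-out basis: B score of baseline-normalized fluorescence ratio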
# * = called active by the depositor; i = inactive; . = no result given.
SMILES,KCNQ1 inh,RGS4 inh,KCNK9 block,MrgX1 ag,TMEM16A act,MrgX1 allo act,ANO1 block,RGS4 act,hERG rescue,KCNK3 inh,KCNQ1 pot
COc1ccc(OC)c(NC(=O)c2nnn(Cc3ccc(Br)cc3F)c2N)c1,i,i,i,i,i,i,i,i,-8,i,i
COc1ccc(Oc2nc(Oc3ccc(OC)cc3)nc(Oc3ccc(OC)cc3)n2)cc1,i,i,i,i,i,i,i,i,-16,i,i
C/C=C/c1ccc(OCCn2cncn2)c(OC)c1,.,.,.,i,i,i,i,.,.,i,.
CCOc1ccccc1C(=O)Nc1cccc(-c2nnc(-c3ccccc3)o2)c1,i,i,-16*,i,i,i,i,-7.2*,-14,-9.5*,i
Cc1c(NC(=O)c2cccnc2Cl)c(=O)n(-c2ccccc2)n1C,i,i,i,i,i,i,i,i,-6,i,i
CC(C)[C@@H](C(=O)NCC1CCC(C(=O)O)CC1)n1nnc2ccccc2c1=O (some centres not stated),i,i,i,i,i,i,i,i,-3,i,i
CCc1cccc(CC)c1NC(=S)NCCc1c(C)[nH]c2ccccc12,i,6.2*,i,i,i,i,i,i,-12,i,i
COc1cc(C(=O)Nc2ccccc2N2CCCCC2)cc(OC)c1OC,i,i,i,i,i,i,i,i,-13,-10*,i
Cc1cc(-c2csc(NC(=O)c3cccc(S(=O)(=O)N(C)C)c3)n2)c(C)n1-c1ccccc1,i,i,i,i,i,i,i,i,-5,i,i
O=C(Nc1cc(C(F)(F)F)ccc1F)C1CCCC1,i,i,i,i,i,i,i,i,-15,i,i
C=CCn1c(=N)n(CC(O)c2ccco2)c2ccccc21 (configuration not stated),i,i,i,i,i,i,i,i,-11,i,i
CCCCOc1cccc(C(=O)N(Cc2ccccc2)C2CCS(=O)(=O)C2)c1 (configuration not stated),i,i,i,i,i,i,i,i,-11,i,i
COC(=O)N/N=C/c1ccc(OC(=O)c2ccco2)c(OC)c1,i,i,i,i,i,i,i,i,-4,i,i
O=C(Nc1ccc(Cl)cc1)c1cccc(OC(=S)N2CCOCC2)c1,i,i,i,i,i,i,i,i,-7,i,i
CCCn1nnnc1COc1ccc(C(N)=O)cc1,i,i,i,i,i,i,i,i,-8,i,i
COc1cc(CNC(C)c2ccccc2)cc(Br)c1OCc1ccccc1 (configuration not stated),i,i,i,i,i,i,i,i,-25,i,i
O=C(COc1ccc(Br)cc1)N1CCN(S(=O)(=O)/C=C/c2ccccc2)CC1,i,i,i,i,i,i,i,i,-4,i,i
CCOc1ccc(NC(=O)C(CC)NC(=O)c2ccccc2CO)cc1 (configuration not stated),i,i,i,i,i,i,i,i,-13,i,i
Cn1ncc(Br)c1C(=O)Nc1ccc(Cl)cn1,i,i,i,i,i,i,i,i,0,i,i
O=C(Cn1cnc2ccccc2c1=O)c1ccc(Br)cc1,i,i,i,i,i,i,i,i,-1,i,i
CCOc1cc(N2CCOCC2)c(OCC)cc1NC(=O)CSc1cccc[n+]1[O-],i,i,i,i,i,i,i,i,-6,i,i
CCn1c(SCC(=O)Nc2nc3ccc(C)cc3s2)nc2c(c1=O)SC(C)C2 (configuration not stated),i,i,i,i,i,i,i,i,-9,-11*,i
COc1cccc(/C=C2/C(=O)NN(c3ccc(F)cc3)C2=O)c1,i,i,i,i,i,i,i,i,-4,i,i
COCCNC(=S)N1CCN(Cc2ccc3c(c2)OCO3)CC1,i,i,i,i,i,i,i,i,-3,i,i
CC(=O)c1c(C)n(C)c2ccc(OC(=O)c3ccco3)cc12,i,i,i,i,i,i,i,i,-10,i,i
O=S(=O)(NCC1CCCO1)c1cccc(C(F)(F)F)c1 (configuration not stated),i,i,i,i,i,i,i,i,-4,i,i
O=C(c1sc2cccc(Cl)c2c1Cl)N1CCN(CCc2ccccn2)CC1,i,i,i,i,i,i,i,i,-10,i,i
COCCNC(=O)COC(=O)/C=C/c1cnc2ccccc2n1,i,i,i,i,i,i,i,i,-7,i,i
Cc1cc(C)cc(NC(=O)NN2C(C)CCCC2C)c1 (configuration not stated),i,i,i,i,i,i,i,i,-10,i,i
N#CCCC12CCCCC1=Nc1ccccc12 (configuration not stated),i,i,i,i,i,i,i,i,-15,i,i
CCOCCn1c(CN2CCN(c3ccccc3)CC2)nc2c1c(=O)n(C)c(=O)n2C,i,i,i,i,i,i,i,i,-7,i,i
CCCOC(=O)c1ccc(NC(=O)CC(C)(C)C)cc1,i,i,i,i,i,i,i,i,-6,i,i
COC(=O)C1=C[C@@H](C(=O)OC)[C@@H]2C3=C(C(=O)[C@@]2(C)NC(=O)c2ccccc2)[C@H](C)C(C(=O)OC)=C(C(=O)OC)[C@@H]3C1,i,i,i,i,i,i,i,i,-12,i,i
COc1cccc(NC(=O)Nc2cc(C)ccc2F)c1,i,i,i,i,i,i,i,i,-10,i,i
CCN(CC)c1nc2ccccc2nc1C(C#N)C(=O)NCCc1ccccc1 (configuration not stated),i,i,i,i,i,i,i,i,-16,i,i
O=C(COC(=O)Cc1ccc(S(=O)(=O)N2CCCCC2)s1)Nc1ccc2c(c1)OCO2,i,i,i,i,i,i,i,i,-4,i,i

# Marked active in KCNK9 block (from the list above):
molecule	KCNQ1 inh	RGS4 inh	KCNK9 block	MrgX1 ag	TMEM16A act	KCNK3 inh
CCOc1ccccc1C(=O)Nc1cccc(-c2nnc(-c3ccccc3)o2)c1	i	i	-16*	i	i	-9.5*

# (continued)
SMILES,KCNQ1 inh,RGS4 inh,KCNK9 block,MrgX1 ag,TMEM16A act,MrgX1 allo act,ANO1 block,RGS4 act,hERG rescue,KCNK3 inh,KCNQ1 pot
CCc1ccc2[nH]c(=O)c(CN(Cc3ccco3)C(=S)NCC3CCCO3)cc2c1 (configuration not stated),i,i,i,i,i,i,i,i,-14,i,i
CCc1ccc(CNCc2cccnc2)cc1,i,i,i,i,i,i,i,i,-3,i,i
O=C(O)c1cc(NC(=O)c2ccc3c(c2)C(=O)N(Cc2cccnc2)C3=O)cc(C(=O)O)c1,i,i,i,i,i,i,i,i,-1,i,i
COc1ccc(CNC(=O)CN(C(=O)c2csnn2)c2cccc(C(C)=O)c2)cc1,i,i,i,i,i,i,i,i,-4,i,i
O=C1Nc2ncccc2OC1CCO (configuration not stated),i,i,i,i,i,i,i,i,-9,i,i
CCOc1ccccc1N(C(=O)Cn1nnnc1-c1ccc(C)o1)C(CC)C(=O)NC(C)(C)C (configuration not stated),i,i,i,i,i,i,i,i,-16,i,i
CC(CCC(=O)O)C1CC[C@H]2C3CCC4CC(=O)CCC4(C)[C@H]3CC(=O)C12C (some centres not stated),i,i,i,i,i,i,i,i,-3,i,i
Cc1c(C(=O)OCCOc2ccc(Br)cc2)sc(=S)n1C,i,i,i,i,i,i,i,i,-7,i,i
CC(C)CCNC(=O)CN(C(=O)CCC(=O)Nc1ccccn1)c1ccc2c(c1)OCO2,i,i,i,i,i,i,i,i,-11,i,i
Cc1ccc([N+](=O)[O-])cc1S(=O)(=O)Nc1ccc(OCC(=O)N2CCOCC2)cc1,i,i,i,i,i,i,i,i,-8,i,i
CC(C)CCNC(=O)c1onc(CSc2ccc(F)c(F)c2)c1C(=O)NCCC(C)C,i,i,i,i,i,i,i,i,-5,i,i
NC(N)=NC1=NC(=O)/C(=C/c2ccccc2-n2cccn2)S1,i,i,i,i,i,i,i,i,-9,i,i
Cc1[nH]c2ccccc2c1C(=O)CN1CCCC(C)C1 (configuration not stated),i,i,i,i,i,i,i,i,-10,i,i
O=C(NCCN1CCOCC1)c1cn(-c2ccccc2)nc1-c1cccs1,i,i,i,i,i,i,i,i,-14,i,i
CN(C)CCOc1ccc2c(c1)Sc1ccccc1CC2=O,i,i,i,55*,i,i,i,i,-2,i,i
O=C(COc1cccc2c1CCN(Cc1ccc(Cl)cc1)C2=O)N1CCOCC1,i,i,i,i,i,i,i,i,-12,i,i
C=CCNC(=O)Nc1ccc(Cl)cn1,i,i,i,i,i,i,i,i,-7,i,i
Cc1ccc2cc(C)c(N3CCN(c4ccc(F)cc4)CC3)nc2c1,i,i,i,i,i,i,i,i,0,i,i
Cc1ccc(NC(=O)Cn2nnc(C(=O)NCc3cccs3)c2N)cc1,i,i,i,i,i,i,i,i,-3,i,i
COc1cccc(NC(=O)OCCN2CCN(Cc3ccccc3)CCC2=O)c1,i,i,i,i,i,i,i,i,-6,i,i
CCCc1cc(=O)[nH]c(SCC(=O)c2c(N)n(CC(C)C)c(=O)n(C)c2=O)n1,i,i,i,i,i,i,i,i,-8,i,i
O=C(Nc1ccn(Cc2ccccc2F)n1)c1ccc(COc2ccc(Br)cc2)cc1,i,i,i,i,i,i,i,i,-6,i,i
COc1ccc(OC)c2sc(N(CCCN(C)C)C(=O)c3ccc(S(=O)(=O)N4CCc5ccccc5C4)cc3)nc12,i,i,i,i,.,i,i,-10*,-13,.,i
CCCCC(=O)NC1(C(F)(F)F)C(=O)Nc2c1c(=O)n(C)c(=O)n2C (configuration not stated),i,i,i,i,i,i,i,i,-8,i,i
O=C1c2nc3cc(-c4ccco4)[nH]n3c(=O)c2CN1C1CCCCC1,i,i,i,i,i,i,i,i,-6,i,i
CC(C)OCCCNC(=S)NNC(=O)C(c1ccccc1)c1ccccc1,i,i,i,i,i,i,i,i,2,i,i
O=C(O)CC/C(=N/NC(=O)CNC(=O)C(c1ccccc1)c1ccccc1)c1ccccc1,i,i,i,i,i,i,i,i,-8,i,i
Cc1ccc(C)c(S(=O)(=O)N2CCCOC2CNC(=O)C(=O)NCc2ccc3c(c2)OCO3)c1 (configuration not stated),i,i,i,i,i,i,i,i,-14,i,i
COc1cccc2cc(C(C)N(CCCN3CCOCC3)C(=S)Nc3cccc(C)c3)oc12 (configuration not stated),i,i,i,i,i,i,i,i,-13,i,i
Clc1ccc(NC2(c3nnnn3C3CCCCC3)CCCCC2)cc1,i,i,i,i,i,i,i,i,-9,i,i
